Eya2 phos inh: blocks the phosphatase activity of human Eya2 | O00167 | AID 488837 | recombinant Eya2, OMFP fluorescence dephosphorylation (OMFP is methylfluorescein phosphate) | Potency, µM (highest dose often 76.9 µM), for the others: at the top dose activity, negative = inhibition, usual class: inhibitors | 0.006% of 330,000 active; further: potency means the concentration at half of the fitted maximal effect; on the % scale 0 is the no-effect control and ±100 the full control effect
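Eya2 protein (added as 0.2 uM solution) was preincubated with compound for 10 min at ambient temperature in 50 mM HEPES pH 7.5, 50 mM NaCl, 5 uM MgCl2, 0.05% BSA, 1 mM DTT. OMFP (added at 50 uM) then reacted 10 min; fluorescence read at 485/525 nm.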
USP2a block: blocks human ubiquitin-specific protease USP2a; USP2 core, Ub-CHOP2 coupled fluorogenic reporter, 485/531; 0.01% of 330,000 active; Potency, µM (titrated, usually from 38.3 µM), for the others: at the top dose activity change, negative = inhibition, usual class: inhibitors; AID 463254;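 further: potency means the concentration at half of the fitted maximal effect; plate controls were DMSO wells for no effect and full inhibition by NEM control for full effect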
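Deubiquitinase activity read as fluorescence (485/531 nm) after Ub-CHOP2 cleavage activates the enterokinase reporter on its substrate; USP2 core 10nM, Ub-CHOP2 and substrate 25nM each, 30min compound preincubation then 60min RT; data normalized to NEM, curves fitted.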
KCNH2 3.1 block: KCNH2 3.1 (human) potassium channel inhibition | U2OS KCNH2 3.1, thallium flux FluxOr; stronger effect = lower value | activity change, % (tested at about 1.8 µM) | 0.95% of 340,000 active;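 active means maximum activity change below -70%; inconclusive means maximum activity change from -70% to -50%; inactive means maximum activity change above -50%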;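 further: thallium influx rate constant from kinetic fluorescence after stimulation buffer; on the % scale 0 is the no-effect control and ±100 the full control effect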
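Normalized rate constant (relative to positive and negative DMSO controls) derived from a 2 min kinetic fluorescence read after stimulation; U2OS cells expressing the 3.1 isoform via virus at 1.77 x 10^8 /mL.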
KCNH2 WT inh: KCNH2 (human, wildtype) channel inhibition. 0.37% of 340,000 active. activity change, % at 1.84 µM. AID 720551. U2OS, BacMam KCNH2, thallium flux FluxOr; stronger effect = lower value;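 active means maximum activity change below -70%; inconclusive means maximum activity change between -70% and -50%; inactive means maximum activity change above -50%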; further: on the % scale 0 is the no-effect control and ±100 the full control effect
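U2OS cells transduced with wild-type KCNH2 virus are loaded with FluxOr dye for 45 min, and thallium flux is measured in kinetic reads before and after stimulation buffer. Rate constants are normalized to DMSO controls.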
ELG1 DNA repair: ELG1-dependent DNA repair inhibition. HEK293T ELG1-luciferase reporter, luminescence, 16 h; DNA damage induced by 5-fluorouridine. Potency, µM (top dose mostly 46.1 µM), for the others: at the highest dose activity change, negative = inhibition, hits mostly inhibitors. 2.3% of 330,000 active. AID 504467; further: potency means the concentration at half of the fitted maximal effect; on the % scale 0 is the no-effect control and ±100 the full control effect; nearly all actives have a fitted effect of over 55% in size
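In this reporter screen, reduction of luminescence relative to DMSO vehicle indicated activity. Compounds and 5-fluorouridine were added together to 2,000 cells per well, incubated for 16 hr at 37 °C, then developed with ONE-Glo.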
AT treatment: potential ataxia-telangiectasia treatment | […] A-T fibroblasts, KAP-1 phosphorylation AlphaLISA; neocarzinostatin DNA damage 30 min before lysis | Potency, µM (top dose mostly 57.5 µM), inactives show top-dose activation, actives largely listed as activators | 0.19% of 320,000 active | AID 485349; further: potency means the concentration at half of the fitted maximal effect; % of control where 0% means no effect; nearly all actives have a fitted effect of over 45% in size
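ATM-like activity read as KAP-1 phosphorylation via AlphaLISA donor/acceptor antibody pairs after lysis and 6 hr at 25C. Cells were ATM-null patient fibroblasts ([…], hTERT), dosed 60 min, then exposed to the DSB inducer NCS for 30 min.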
Mito fusion act: inhibitors of mitochondrial division or activators of mitochondrial fusion; S. cerevisiae fusion-defective mutant growth rescue, CellTiterGlo 48 h; Potency, µM (top dose mostly 46.1 µM), inactives show at the highest dose growth rescue (activation), usual class: activators; 0.23% of 320,000 active;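 further: potency means the concentration at half of the fitted maximal effect; % of control where 0% means no effect; nearly all actives have a fitted effect of over 45% in size; temperature-sensitive fusion mutants such as fzo1-1 at 37 °C on non-fermentable ethanol glycerol medium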
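Read-out: ATP-based luminescence (CellTiterGlo, 10 min ambient) reporting growth of fusion-defective ts yeast after 48 hours at 37C on glycerol/ethanol YPEG medium in the presence of compound.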
TCR activator: activates T cell receptor signaling | primary human leukocytes, anti-CD3, IL-2 HTRF, 48 h | Potency, µM (top dose mostly 9.22 µM), inactives show top-dose activation of IL-2 secretion, hits mostly activators | 330,000 tested, under 10 active; further: % of control where 0% means no effect
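Primary human leukocytes were stimulated with a-CD3 beads plus compounds for 48 hr without co-stimulation; secreted IL-2 was quantified by HTRF using a-IL-2-K (europium cryptate) and a-IL-2-d2, excited at 320nm with acceptor emission read at 665nm.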
TSHR antag: human thyrotropin receptor antagonism; P16473; AID 504810; 0.2% of 330,000 active; activity change, negative = inhibition, % at 11.5 µM; TSHR-expressing cells, TSH-stimulated cAMP HTRF, 2 h; stronger effect = lower value;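 active means activity change below a set negative limit, meaning inhibition stronger than a set level, cut at about -70% in these data; inconclusive means activity change between two set negative limits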; further: on the % scale 0 is the no-effect control and ±100 the full control effect
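TSHR-expressing cells, 200/well, pre-treated with compound, then stimulated with EC80 TSH (4nM final) for 2 hours at 37 deg C. cAMP measured by competitive HTRF: anti-cAMP cryptate antibody in lysis buffer plus cAMP-d2, read after 30 minutes at room temperature.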
TRPV1 agonist: agonists of human vanilloid receptor 1 (TRPV1). TRPV1-expressing cells, Fluo-8 calcium influx, agonist mode. 0.19% of 320,000 active. activation, % at 8.33 µM. Q8NER1. AID 540275; in the data active means activation above about 80%; inconclusive means between about 30% and that limit; further: 0% is about no effect
Target sequence (Q8NER1 whole entry, looked up): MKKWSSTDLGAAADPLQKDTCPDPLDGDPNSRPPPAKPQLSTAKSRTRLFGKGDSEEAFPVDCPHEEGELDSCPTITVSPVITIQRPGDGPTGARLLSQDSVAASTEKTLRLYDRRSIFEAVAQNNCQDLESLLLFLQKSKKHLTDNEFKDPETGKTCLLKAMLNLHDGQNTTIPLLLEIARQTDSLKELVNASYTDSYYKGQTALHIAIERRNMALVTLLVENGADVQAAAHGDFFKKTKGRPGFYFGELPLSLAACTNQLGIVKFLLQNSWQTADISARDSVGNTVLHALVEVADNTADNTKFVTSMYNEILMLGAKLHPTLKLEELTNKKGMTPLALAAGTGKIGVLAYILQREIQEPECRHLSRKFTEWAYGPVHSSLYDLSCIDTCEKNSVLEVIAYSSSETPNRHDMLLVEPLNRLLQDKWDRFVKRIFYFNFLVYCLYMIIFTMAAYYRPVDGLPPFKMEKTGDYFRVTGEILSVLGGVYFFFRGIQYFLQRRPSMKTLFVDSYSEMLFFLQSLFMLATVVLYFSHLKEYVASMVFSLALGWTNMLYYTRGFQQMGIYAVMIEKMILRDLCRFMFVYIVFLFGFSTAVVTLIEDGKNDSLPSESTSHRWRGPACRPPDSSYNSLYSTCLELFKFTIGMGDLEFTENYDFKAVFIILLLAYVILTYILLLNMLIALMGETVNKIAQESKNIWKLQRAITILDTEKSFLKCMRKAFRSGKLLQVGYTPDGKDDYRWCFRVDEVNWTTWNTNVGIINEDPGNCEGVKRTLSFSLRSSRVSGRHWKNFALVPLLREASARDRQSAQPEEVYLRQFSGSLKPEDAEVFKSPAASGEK
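Cells expressing TRPV1 were dye-loaded with Fluo-8 and read kinetically: 10 s baseline, 3 min after compound (agonist portion), then 2 min after EC20 capsaicin (allosteric enhancer portion). Calcium-bound dye fluorescence at 480/520 nm.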
* marks the source's active call; other numbers are inactive results; u = inconclusive; x = no result given; [ ] = dose if it differs, or a comment. Unless noted, the call rests on the fitted dose curve; in most records, active means well fitted curve in the direction sought with a large enough effect; inconclusive means small, poorly fitted or top-dose-only effect, or another doubt; inactive means no such curve, though single readings can be large; an effect the other way counts as inactive or inconclusive. Only part of the results is shown; rates above refer to the full screens.

SMILES	Eya2 phos inh	USP2a block	KCNH2 3.1 block	KCNH2 WT inh	ELG1 DNA repair	AT treatment	Mito fusion act	TCR activator	TSHR antag	TRPV1 agonist
C=CCn1c(CCC(=O)O)ccc1-c1ccc(OC)cc1	-1%	-1%	6	4	3%	-2%	5%	x	-1	1
O=C(CSc1ccc(F)cc1)NCC1(N2CCOCC2)CCCCC1	-13%	-1%	6	-1	-1%	-1%	-6%	1%	3	10
COc1ccc2nc(SCC(=O)NC3CCCc4ccccc43)[nH]c2c1 (stereo not drawn)	-1%	-2%	0	0	-4%	-3%	6%	-2%[46.1 µM]	-2	u
CC1(C)CC(=O)C2=C(C1)N(N1CCOCC1)C(N)=C(C#N)C2c1cccnc1 (stereo not drawn)	1%	1%	-4	-10	u	-4%	-1%	-3%	6	5
C=CCNC(=O)CCc1nnc(C2(c3ccc(Cl)cc3)CCC2)o1	8%	-2%	24	x	u	5%	9%	11%	31	-1
COc1ccc(C(=O)/C=C/Nc2ccc(S(=O)(=O)Nc3cc(OC)nc(OC)n3)cc2)c(OC)c1	8%	-4%	-2	-7	7%	-1%	3%	1%	-7	1
Cc1ccc(S(=O)(=O)N(C)C)cc1NC(=O)COC(=O)CC1CCCC1	-21%	0%	-17	16	-1%	-2%	-2%	2%	-7	1
COc1cccc(-c2csc(N3CCN(C(=O)Nc4ccccc4OC)CC3)n2)c1	-7%	-2%	-2	-28	-6%	2%	17%	-5%[46.1 µM]	-15	7
CC12CN(C(=O)c3ccc([N+](=O)[O-])cc3)CC(C)(CN(C(=O)c3ccc([N+](=O)[O-])cc3)C1)C2=O	14%	6%	5	23	0%	-3%	4%	-3%	17	x
Cc1ccc(-c2nnc(-c3ccc(NC(=O)c4ccco4)cc3)o2)cc1	11%	-1%	-9	-12	-19%	11%	-5%	-32%	-8	2
COc1cccc(C(=O)CSc2nc3ccccc3n2CC(=O)N(C(C)C)C(C)C)c1	-6%	0%	-6	5	-5%	4%	-1%	9%[46.1 µM]	-3	-2
O=C(Nc1ccc(Cl)c(S(=O)(=O)N2CCOCC2)c1)C1CCCC1	-2%	4%	6	16	0%	5%	x	-1%	x	x
CCOc1ccccc1/C=N/n1nnnc1N	-2%	0%	0	-4	4%	-9%	2%	2%	3	2
Cc1ccc2[nH]c(C)cc(=S)c2c1	4%	-1%	-14	-7	-9%	-1%	14%	-1%	14	20
Cc1ccc(-n2[nH]c(=O)c3cccnc32)cc1	u	-1%	-6	-8	20%	-10%	1%	3%	-10	x
COc1ccc(C(=O)OCC(=O)NCCCc2ccccc2)c(OC)c1	-11%	3%	-22	-8	-5%	30%	20%	6%	2	-1
CCN(CC)CCN1C(=O)/C(=C\c2ccc(Cl)c([N+](=O)[O-])c2)SC1=Nc1ccc(OC)cc1	2%	2%	-99*	-47	u	-6%	-10%	2%	-22	-2
O=C(Nc1nc2ccccc2[nH]1)c1cccs1	5%	0%	-2	-4	u	-1%	7%	-2%	-2	14
O=C(Nc1nccs1)c1ccc(Br)o1	9%	3%	4	-8	u	2%	0%	-2%[46.1 µM]	0	-1
O=C(O)c1ccccc1C(=O)c1ccc2c(c1)N(Cc1ccc(Cl)c(Cl)c1)C(=O)CO2	-29%	0%	-10	-20	u	2%	1%	-11%	-9	-4
Cc1ccccc1-c1nnn(CC(=O)NC(=O)NC2CCCC2)n1	-31%	0%	1	8	13%	6%	x	-2%	-12	x
O=C(CCS(=O)(=O)c1cccs1)N1CCN(c2ccc(F)cc2)CC1	-8%	0%	-24	2	u	-1%	3%	-1%	13	2
CCN1CCN(CC(=O)n2c3c(c4ccccc42)CC(C)CC3)CC1 (stereo not drawn)	1%	3%	-3	-10	1%	2%	-5%	-3%	5	1
COc1ccc(N2CCN(C(=O)c3cccc(NC(=O)c4ccco4)c3)CC2)cc1	6%	-1%	x	-11	-11%	17%	7%	-5%	-3	0
COc1ccc(N(CC(=O)Nc2ccc3c(c2)OCCO3)S(C)(=O)=O)c(OC)c1	11%	1%	-4	3	u	8%	2%	3%	-10	3
O=c1c(Cc2ccc(Cl)cc2)c(O)ccn1Cc1cccc(Cl)c1	-2%	-2%	1	-17	-7%	4%	8%	-2%	-7	-2
CC1CCN(C(=O)CCc2nnc3ccc(NCCCN4CCCC4=O)nn23)CC1	6%	2%	3	-15	10%	-5%	4%	8%	23	3
COc1ccc(C(=O)OCC(=O)NC(Cc2ccccc2)C(C)=O)cc1S(=O)(=O)N1CCCC1 (stereo not drawn)	9%	1%	6	-3	-1%	-4%	-2%	4%	3	1
CC(=O)c1sc(NC(=O)C2CCN(C(=O)c3ccccc3C)CC2)nc1-c1ccccc1	-21%	3%	1	-2	u	4%	-4%	4%	-8	8
CCOc1ccc(CN2CCNC(=O)C2CC(=O)NCCN2CCOC2=O)cc1 (stereo not drawn)	2%	-1%	21	6	11%	3%	3%	10%	39	7

An excerpt from above, reduced to KCNH2 3.1 block:
Compound	KCNH2 3.1 block
COc1ccc(C(=O)OCC(=O)NC(Cc2ccccc2)C(C)=O)cc1S(=O)(=O)N1CCCC1 (stereo not drawn)	6
CC(=O)c1sc(NC(=O)C2CCN(C(=O)c3ccccc3C)CC2)nc1-c1ccccc1	1

Carrying on.
SMILES	Eya2 phos inh	USP2a block	KCNH2 3.1 block	KCNH2 WT inh	ELG1 DNA repair	AT treatment	Mito fusion act	TCR activator	TSHR antag	TRPV1 agonist
CCOc1ccc(NC(=O)CCCN2C(=S)NC(C)(C)CC2C)cc1 (stereo not drawn)	6%	6%	5	6	5%	-4%	-5%	2%	10	-3
CCOC(=O)C1=C(C)NC2=C(C(=O)CC(C)(C)C2)C1c1ccc(O)c(OCC)c1 (stereo not drawn)	1%	-1%	-4	-8	25%	7%	4%	3%	50	15
COc1ccc(S(=O)(=O)Cc2ccc(C(=O)N3CCN(c4ccccc4)CC3)o2)cc1	-23%	-1%	9	2	u	4%	1%	-4%	2	-3
NC(=O)CC(NC(=O)c1ccc(Br)cc1)c1ccc(NC2CCCCCCC2)c([N+](=O)[O-])c1 (stereo not drawn)	5%	0%	u	-3	-8%	-4%	4%	-2%	-7	3
COc1ccc(CC(=O)Nc2cccnc2)cc1	x	-2%	1	10	-9%	23%	3%	x	-2	1
CC(=O)Nc1nc2ccccc2n1Cc1ccc(Cl)cc1	19%	-1%	10	7	13µM*	-4%	7%	-4%	2	5
Cc1nn(CCc2nn[nH]n2)c2nc(-c3ccc(Br)cc3)cc(C(F)(F)F)c12	-3%	0%	-4	-3	u	3%	5%	4%	-20	-3
O=C(NC12CC3CC(CC(C3)C1)C2)c1ccc([N+](=O)[O-])o1	4%	3%	-16	6	-15%	x	u	7%	-8	23
O=C(CCc1ccccc1)Nc1ccc(S(=O)(=O)N2CCCC2)cc1	-11%	0%	-1	7	-9%	-4%	-1%	2%	3	u
CCCc1c(C(=O)Nc2ccc(OC)cc2)cnn1-c1ccccc1	6%	0%	5	-4	u	-6%	-6%	1%	-11	x
N#CC(c1nc2ccccc2nc1N1CCCCC1)S(=O)(=O)c1ccc(Cl)cc1 (stereo not drawn)	10%	2%	x	x	0%	1%	0%	x	-40	2
COC(=O)c1ccccc1OCCCCN1CC(C)OC(C)C1 (stereo not drawn)	-1%	4%	-12	7	10%	0%	10%	10%[46.1 µM]	21	-1

4 entries from above, sorted by molar mass, low to high:
SMILES	Eya2 phos inh	USP2a block	KCNH2 3.1 block	KCNH2 WT inh	ELG1 DNA repair	AT treatment	Mito fusion act	TCR activator	TSHR antag	TRPV1 agonist
O=C(NC12CC3CC(CC(C3)C1)C2)c1ccc([N+](=O)[O-])o1	4%	3%	-16	6	-15%	x	u	7%	-8	23
O=C(CCc1ccccc1)Nc1ccc(S(=O)(=O)N2CCCC2)cc1	-11%	0%	-1	7	-9%	-4%	-1%	2%	3	u
CCOC(=O)C1=C(C)NC2=C(C(=O)CC(C)(C)C2)C1c1ccc(O)c(OCC)c1 (stereo not drawn)	1%	-1%	-4	-8	25%	7%	4%	3%	50	15
N#CC(c1nc2ccccc2nc1N1CCCCC1)S(=O)(=O)c1ccc(Cl)cc1 (stereo not drawn)	10%	2%	x	x	0%	1%	0%	x	-40	2

Bioassay records from PubChem.
